mIDH1 inhibitor – human IDH1 R132H inhibition. O75874. IDH1-R132H enzyme, NADPH consumption, diaphorase/resazurin fluorescence. Potency, µM (highest dose often 76.6 µM), inactives show at the highest dose activity change, negative = inhibition, actives largely listed as inhibitors. actives 0.093% (n = 390,000). AID 602179; further: potency means the concentration at half of the fitted maximal effect; on the % scale 0 is the no-effect control and ±100 the full control effect; nearly all actives have a fitted effect of over 65% in size
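IDH1-R132H (0.5 ug/mL dispensed) in pH 7.5 Tris buffer was preincubated 30 min with compound, then given a substrate mix of 0.016 mM NADPH and 2 mM alpha-KG for 80 min at room temperature; remaining NADPH was read by diaphorase/resazurin fluorescence.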
PI4K2A block – blocks human PI4K2A kinase activity; Q9BTU6; purified PI4K2A, ADP-Glo luminescence, 1 h; stronger effect = lower value; activity change, negative = inhibition, % at 76.9 µM; actives 0.13% (n = 420,000); AID 1346378; in the data active means activity change below about -50%; inconclusive means mostly about -30% to -49%;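 further: -100% = wells without enzyme as full effect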
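ADP-Glo luminescence measured ADP generated by PI4K2A enzyme (4 ug/mL before mixing) with 1.2 mM PI substrate (pre-mix) and 300 microM ATP (pre-mix). Tris pH7.5 buffer with MgCl2, Triton X-100; 1 h reaction at ambient temperature.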
TRHR ag – TRH receptor (human) agonism; TRHR cells, calcium flux fluo-8, FDSS agonist mode; P34981; activation, % at 2 µM; AID 493084; actives 0.18% (n = 360,000); in the data active means activation above about 30%; further: 0% is about no effect
Target sequence (P34981 whole entry, looked up): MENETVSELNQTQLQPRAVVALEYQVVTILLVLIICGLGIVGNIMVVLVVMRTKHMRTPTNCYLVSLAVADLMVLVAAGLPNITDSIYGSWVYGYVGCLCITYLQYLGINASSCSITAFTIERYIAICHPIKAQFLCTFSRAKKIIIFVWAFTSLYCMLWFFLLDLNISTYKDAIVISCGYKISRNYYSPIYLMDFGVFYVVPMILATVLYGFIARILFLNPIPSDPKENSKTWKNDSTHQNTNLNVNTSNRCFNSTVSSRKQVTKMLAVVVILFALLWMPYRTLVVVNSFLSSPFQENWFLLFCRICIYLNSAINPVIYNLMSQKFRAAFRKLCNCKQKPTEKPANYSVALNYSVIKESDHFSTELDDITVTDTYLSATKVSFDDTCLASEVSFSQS
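TRHR-expressing cells, plated overnight in medium with 10% serum, were loaded with fluo-8 calcium dye at room temperature. After a 10 s baseline, library compound was pin-added and calcium release was recorded kinetically (ex 480/em 530) as agonist response.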
TrxR1 inh – rat TrxR1 inhibition | O89049 | Potency, µM (top dose mostly 114 µM), for inactives: top-dose activity change, negative = inhibition, usual class: inhibitors | actives 1% (n = 390,000) | AID 588453 | recombinant rTrxR1, NADPH fluorescence consumption, selenite substrate; further: potency means the concentration at half of the fitted maximal effect; on the % scale 0 is the no-effect control and ±100 the full control effect; nearly all actives have a fitted effect of over 65% in size
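Rat TrxR1 (90 nM in the dispensed reagent) was pre-reduced with 400 uM NADPH for 5 min at room temperature, then incubated with compound for 15 min. After 400 uM selenite was added, NADPH fluorescence (Ex 340/Em 450 nm) was followed for 8 min.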
D2 ag – D2 dopamine receptor (human) agonism. HEK293 T-REx D2 cells, calcium flux agonist mode. activation, % at 2 µM. actives 0.53% (n = 340,000);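 active means activation over 3 SD above normal in the single-dose calcium agonist read, cut at about 30% in these data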; further: 0% is about no effect
Target sequence (P14416 whole entry, looked up): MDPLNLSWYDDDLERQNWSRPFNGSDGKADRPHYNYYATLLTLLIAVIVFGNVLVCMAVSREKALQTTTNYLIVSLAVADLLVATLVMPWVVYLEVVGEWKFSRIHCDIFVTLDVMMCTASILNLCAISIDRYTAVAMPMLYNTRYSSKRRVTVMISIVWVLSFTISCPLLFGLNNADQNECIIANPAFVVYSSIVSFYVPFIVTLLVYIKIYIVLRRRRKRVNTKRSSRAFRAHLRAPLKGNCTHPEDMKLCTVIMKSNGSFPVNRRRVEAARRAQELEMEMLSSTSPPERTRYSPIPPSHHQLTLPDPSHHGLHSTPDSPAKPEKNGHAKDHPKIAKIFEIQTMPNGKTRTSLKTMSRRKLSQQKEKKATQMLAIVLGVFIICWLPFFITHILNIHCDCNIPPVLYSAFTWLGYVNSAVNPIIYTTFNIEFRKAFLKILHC
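Agonism scored from kinetic calcium signal (1 read/sec, 180 s) following compound pin transfer, after a 10 s baseline. Cells: HEK293 Trex line expressing inducible D2 receptor coupled to calcium, dye-loaded after overnight culture at 30 C.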
D2 antagonist – antagonists of human D2 dopamine receptor. actives 2% (n = 340,000). P14416. inhibition, % at 10 µM. HEK293 TREx D2 cells, calcium flux, dopamine EC80. AID 485344; in the data active means inhibition above about 30%; further: 0% is about no effect
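In this primary screen, negative modulation is detected by tracking calcium flux after an EC80 dopamine challenge in inducible HEK293 T-REx D2 cells preexposed to test compound for 180 s.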
TrxR1 substrate – substrates of rat thioredoxin reductase 1; O89049; purified TrxR1 substrate turnover, NADPH consumption readout; Potency, µM (doses to about 114 µM), for inactives: at the top dose activity change, negative = substrate turnover; actives 0.01% (n = 390,000); further: potency means the concentration at half of the fitted maximal effect; on the % scale 0 is the no-effect control and ±100 the full control effect; nearly all actives have a fitted effect of over 50% in size
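Rat TrxR1, dispensed at 90 nM, was prereduced with 400 uM NADPH (final) for 5 min at ~22 deg C, then incubated with compound 15 min before 400 uM selenite. A first-read NADPH fluorescence drop versus no-compound background flagged substrates.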
TRHR enhancer – allosterically enhances the human TRH receptor; P34981; TRHR cells, fluo-8 calcium fluorescence, EC20 TRH enhancement; enhancement, % at 2 µM; actives 0.66% (n = 360,000); AID 493056; in the data active means enhancement above about 30%; further: 0% is about no effect
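TRHR-expressing cells loaded with fluo-8 calcium dye were read kinetically (ex 480/em 530) during compound addition, then stimulated with an EC20 of TRH (10 nM final). Enhancement of the Gq-mediated intracellular calcium response was scored.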
USP1 inh – USP1/UAF1 (human) deubiquitinase inhibition; O94782; recombinant USP1/UAF1, Ub-Rhodamine cleavage fluorescence; Potency, µM (highest dose often 57.1 µM), inactives show at the top dose activity change, negative = inhibition, most hits filed as inhibitors; actives 0.23% (n = 390,000); AID 743255; further: potency means the concentration at half of the fitted maximal effect; on the % scale 0 is the no-effect control and ±100 the full control effect; nearly all actives have a fitted effect of over 60% in size; inactives centre near -12
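1 nM enzyme complex + cpd, 15 min RT; start with Ub-Rho 150nM final; kinetic fluorescence ex 480/em 540, 6 reads q60 s. Buffer 50mM HEPES pH 7.8, 0.5mM EDTA, 0.1 mg/ml BSA, 1mM TCEP, 0.01% Tween-20.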
Numbers without * were called inactive; u = inconclusive; x = no result given; [ ] = dose if it differs, or a comment. Unless noted, the call rests on the fitted dose curve; in most records, active means well fitted inhibition curve with a large enough effect; inconclusive means small, poorly fitted or top-dose-only effect; inactive means no such curve, though single readings can be large or run the other way.

SMILES	mIDH1 inhibitor	PI4K2A block	TRHR ag	TrxR1 inh	D2 ag	D2 antagonist	TrxR1 substrate	TRHR enhancer	USP1 inh
Cc1ccc(OS(=O)(=O)c2ccccc2)c(/C=N/N=C2\NC(=O)C(C)S2)c1 (stereo unspecified)	-4%	-1	-0.7	-6%[57.1 µM]	0.0	22	-6%[57.1 µM]	0	-11%
CCc1cc(C(=O)N/N=C/c2ccc(OC)cc2)c2ccccc2n1	1%	-1	-0.1	14%	-2.0	-28	-6%	0	-8%
Cc1cc(C)n(CCC(=O)N2CCCC(N3CCN(c4cccc(Cl)c4)CC3)C2)n1 (stereo unspecified)	7%	-5	0.1	1%	0.1	-12	0%	-4	-12%
CC(C)CCN1CCC(CN2CCNC(=O)C2=O)CC1	-5%	-4	x	4%	x	x	0%	x	-7%
CC(=O)Nc1nnc(SCC(=O)c2ccc(F)cc2)s1	12%	-2	0.2	16%[11.4 µM]	-0.6	-2	6%[57.1 µM]	2	3%
CC(=O)/C(=N\Nc1ccccc1)Oc1ccc(Br)cc1	-6%	0	x	14%[57.1 µM]	x	x	-1%[57.1 µM]	x	-4%
Cc1ccc(C)c(N(C)C(=O)Cc2c(C(=O)O)[nH]c3ccc(Cl)cc23)c1	-12%	-15	-0.6	10%	x	x	6%	2	-8%
O=c1c2[nH]c3ccccc3c2ncn1Cc1ccncc1	2%	-6	0.0	-2%[57.1 µM]	x	x	20%[57.1 µM]	7	-17%
O=C(c1ccco1)N1CCN(Cc2cccc([N+](=O)[O-])c2)CC1	-4%	2	-0.1	-11%	37*	-2	-6%	-3	4%
Cc1ccc(N(CC(=O)NC2CCCC2)C(=O)CCC(=O)Nc2nccs2)cc1C	4%	7	-0.4	10%[57.1 µM]	-0.9	-13	0%[57.1 µM]	9	-4%
Cc1cccn2cc(CCNC(=O)c3cccs3)nc12	0%	2	-0.1	15%	-0.7	9	5%	16	-23%
N#CC1=C(N)N2C(=C(C#N)C1c1cccc(Br)c1)Nc1ccccc12 (stereo unspecified)	-2%	3	5.4	3%[57.1 µM]	11	39*	2%[57.1 µM]	-17	-2%
Cc1ccc(C)n1-c1nnc(N2CCCC(C(=O)NCc3cccc(Br)c3)C2)s1 (stereo unspecified)	0%	0	-0.8	-27%	-1.0	x	1%	15	-14%
CCOc1ccc(CN(Cc2ccco2)C(c2cccs2)c2nnnn2C(C)(C)C)cc1 (stereo unspecified)	2%	-10	0.4	4%	0.4	-11	1%	-7	-6%
NC(=O)CSc1cn(Cc2ccc(F)cc2)c2ccccc12	-14%	2	-0.4	41%	4.0	-2	9%[57.1 µM]	-4	-12%
O=C(CCS(=O)(=O)c1cccc2nsnc12)N1CC(=O)N(CCc2ccccc2)C(=O)C1	-3%	-1	0.6	-28%	-0.6	28	-1%	2	1%
COc1ccc(-c2nn(-c3ccccc3)cc2/C=N/NC(=S)NC(C)C)cc1OC	2%	0	0.4	-10%	-0.9	0	-9%	-2	-21%
Cc1cc2nc(C3CCN(Cc4nnnn4Cc4cccs4)CC3)[nH]c2cc1C	2%	-2	-1.6	6%	1.0	3	-1%	-3	0%
O=C(Nc1ccccc1)c1ccccc1NC(=O)c1ccccc1[N+](=O)[O-]	5%	2	x	-4%[57.1 µM]	x	x	2%[57.1 µM]	x	-7%
CSc1ccccc1NC(=O)Cc1ccccc1[N+](=O)[O-]	5%	2	-0.2	5%	0.5	-23	-8%	8	7%
O=C(NCc1nnc(SCC(=O)N2CCCC2)o1)c1ccccc1	6%	-3	0.5	17%	0.6	-6	0%	4	-6%
COc1cccc(CNC(=O)C2CCN(S(=O)(=O)c3c(C)nn(C)c3C)CC2)c1	12%	0	0.3	14%	1.3	-19	9%	2	u
O=S(=O)(c1ccc(OCc2nc3ccccc3s2)c(Cl)c1)N1CCOCC1	0%	-4	-0.7	1%	0.8	-25	-4%	4	-3%
COc1ccccc1NC(=O)COC(=O)/C=C/c1ccccc1[N+](=O)[O-]	-6%	4	-0.2	0%	-1.3	21	2%	0	-2%
COc1cccc(C(=O)O/N=C(\N)c2ccc([N+](=O)[O-])cc2)c1	2%	5	-0.2	-2%[57.1 µM]	0.1	-7	-6%[57.1 µM]	6	-13%
O=C(CSc1nc2ccccc2c(=O)n1CCCN1CCOCC1)Nc1ccc(F)c(Cl)c1	-7%	1	x	15%	x	x	3%	x	-19%
Cc1cccc(NC(=O)CNC(=O)c2ccco2)n1	-10%	-2	-0.1	-2%	-0.5	2	-5%	1	3%
O=C(CN(c1ccc(F)cc1)S(=O)(=O)c1ccccc1)NC1CCCCCC1	-3%	2	2.7	-12%	-0.4	-7	-8%	10	1%
Clc1ccc(/C(Cc2nc3ccccc3[nH]2)=N\Nc2ccccc2)cc1	7%	-10	-0.3	18%[57.1 µM]	0.6	-8	-24%[57.1 µM]	4	-18%
CCCn1cnc2cc(NCc3ccccc3O)ccc21	5%	-1	0.0	14%	1.8	-18	10%	5	-21%
COC(=O)c1[nH]c(C)c(/C(O)=C2\C(=O)C(=O)N(CCN3CCOCC3)C2c2ccccc2OC)c1C (stereo unspecified)	6%	-1	0.8	-33%	-0.2	-6	-18%	0	-8%
COc1ccc(NC(=O)COc2nc(N(C)C)nc(N(C)C)n2)cc1	1%	6	-0.3	0%[57.1 µM]	-0.2	-12	-2%[57.1 µM]	-2	-4%
CCOc1ccc(N(CC(=O)NCCSCc2ccccc2)S(C)(=O)=O)cc1	-14%	1	-0.4	24%	-1.6	-1	-5%	-4	-9%
COc1cc(/C=C/C(=O)OCC(=O)NCc2ccco2)cc(OC)c1OC	12%	-3	0.0	3%	0.6	2	8%	5	-11%
COc1nc(Oc2ccc(=O)[nH]n2)nc(N2CCOCC2)n1	-2%	3	0.3	0%	0.1	-12	1%	-7	5%
Cc1ccc(/C=C2\Sc3ccccc3C2=O)s1	-1%	-7	1.3	-16%	0.6	-5	-5%	-5	u

Single records, from the list above. Order of values: mIDH1 inhibitor	PI4K2A block	TRHR ag	TrxR1 inh	D2 ag	D2 antagonist	TrxR1 substrate	TRHR enhancer	USP1 inh
Shown for O=C(CN(c1ccc(F)cc1)S(=O)(=O)c1ccccc1)NC1CCCCCC1 = -3%	2	2.7	-12%	-0.4	-7	-8%	10	1%
Shown for COc1cc(/C=C/C(=O)OCC(=O)NCc2ccco2)cc(OC)c1OC = 12%	-3	0.0	3%	0.6	2	8%	5	-11%
Shown for Cc1cccc(NC(=O)CNC(=O)c2ccco2)n1 = -10%	-2	-0.1	-2%	-0.5	2	-5%	1	3%
Shown for Cc1ccc(/C=C2\Sc3ccccc3C2=O)s1 = -1%	-7	1.3	-16%	0.6	-5	-5%	-5	u
Shown for COC(=O)c1[nH]c(C)c(/C(O)=C2\C(=O)C(=O)N(CCN3CCOCC3)C2c2ccccc2OC)c1C (stereo unspecified) = 6%	-1	0.8	-33%	-0.2	-6	-18%	0	-8%

Additional structures follow.
SMILES	mIDH1 inhibitor	PI4K2A block	TRHR ag	TrxR1 inh	D2 ag	D2 antagonist	TrxR1 substrate	TRHR enhancer	USP1 inh
CCCn1nnnc1NCc1cc(Br)ccc1OC	-1%	2	-0.6	20%[11.4 µM]	0.9	0	2%[11.4 µM]	8	-21%
O=C(NCc1cccs1)c1cccc(Nc2nc3ccc(Br)cc3[nH]2)c1	-3%	1	0.2	13%	1.4	-3	-9%	1	u
CCN1C(=O)S/C(=C/c2c(OCc3ccc(C(=O)O)cc3)ccc3ccccc23)C1=O	u	0	0.2	u	4.2	-21	-17%	-1	-8%
CC(C)c1ccc(Nc2nc3ccc(C(=O)c4ccccc4)cc3n3cnnc23)cc1	-1%	4	-0.8	42%[activator]	-0.8	x	5%	5	-11%
CCNc1nc(NC(C)C)nc(NS(=O)(=O)c2ccc(N)cc2)n1	3%	-1	0.5	7%[0.457 µM]	x	x	-5%	0	8%
Cc1cc(C)cc(Oc2ccc(NC(=O)C3CC=CCC3C(=O)O)cc2)c1 (stereo unspecified)	0%	-4	0.1	0%[57.1 µM]	-0.4	-10	8%[57.1 µM]	0	-9%
CCO/N=C(/C)c1c(O)cc(-c2ccccc2)n(-c2ccccc2)c1=O	5%	-5	-0.6	0%[57.1 µM]	-1.2	-10	11%[57.1 µM]	10	-2%
COc1ccc(C2C(C(=O)N3CCCC3)c3cc(OC)c(OC)cc3C(=O)N2C)cc1OC (stereo unspecified)	2%	-4	1.6	3%[57.1 µM]	0.5	5	6%[57.1 µM]	4	-5%
CCn1nc(C)c2c(-c3ccccc3)cc(=O)n(C(C)C(=O)NCCc3ccccc3)c21 (stereo unspecified)	-5%	-5	0.1	14%[57.1 µM]	1.7	x	2%[57.1 µM]	-7	-20%
O=C(NCc1ccccn1)c1cccc(NS(=O)(=O)c2cccc(Cl)c2)c1	2%	1	-0.8	8%[57.1 µM]	-1.9	-5	9%	-3	-10%
NC(=O)CSc1nnc(NC(=O)C23CC4CC(CC(C4)C2)C3)s1	0%	-1	0.5	1%	2.6	-7	-2%	0	-18%

Entries shown so far with a furan ring, fused or not, in the order listed:
SMILES	mIDH1 inhibitor	PI4K2A block	TRHR ag	TrxR1 inh	D2 ag	D2 antagonist	TrxR1 substrate	TRHR enhancer	USP1 inh
O=C(c1ccco1)N1CCN(Cc2cccc([N+](=O)[O-])c2)CC1	-4%	2	-0.1	-11%	37*	-2	-6%	-3	4%
CCOc1ccc(CN(Cc2ccco2)C(c2cccs2)c2nnnn2C(C)(C)C)cc1 (stereo unspecified)	2%	-10	0.4	4%	0.4	-11	1%	-7	-6%
Cc1cccc(NC(=O)CNC(=O)c2ccco2)n1	-10%	-2	-0.1	-2%	-0.5	2	-5%	1	3%
COc1cc(/C=C/C(=O)OCC(=O)NCc2ccco2)cc(OC)c1OC	12%	-3	0.0	3%	0.6	2	8%	5	-11%
